697 NFkB inh – inhibitors of PMA/ionomycin-induced NF-kB reporter, 697 cells, primary screen, B-cell NF-kB inhibitor project, cell-based, luminescence, uHTS | inhibition, % at 4 µM | 697 B-cell NF-kB luciferase reporter, 16 h | 330,000 tested, 0.33% active; in the data active = inhibition above about 35%
CCR6 antagonist – CCR6 receptor antagonists, primary screen, cell-based, CHO-K1, luminescence, beta-arrestin, uHTS; AID 493098, 2011; inhibition, % at 20 µM; 340,000 tested, 0.49% active; CHO-K1 CCR6 PathHunter beta-arrestin, CCL20-stimulated;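 active = compounds whose inhibition of the agonist-driven luminescence signal at 20 µM reaches about 50%, limit read from the data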;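 note: cells stimulated with CCL20 at 14 nM final; plate controls were DMSO with CCL20 for no effect and DMSO without agonist for full effect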
EBI2 block – EBI2 receptor antagonists, beta-arrestin recruitment, primary screen, cell-based, luminescence, 7a,25-OHC stimulation, uHTS; G-protein coupled receptor 183 (Homo sapiens), P32249; 7a,25-OHC stimulated; inhibition, % at 5 µM; 360,000 tested, 0.81% active; AID 651636, 2012; in the data active = inhibition above about 38%;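 note: enzyme fragment complementation signal reports receptor beta-arrestin coupling in cells; 0% = agonist plus DMSO wells and 100% = wells without agonist; some results beyond the cut were filed as inactive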
Target sequence (P32249 whole entry, looked up, the tested form may be a part): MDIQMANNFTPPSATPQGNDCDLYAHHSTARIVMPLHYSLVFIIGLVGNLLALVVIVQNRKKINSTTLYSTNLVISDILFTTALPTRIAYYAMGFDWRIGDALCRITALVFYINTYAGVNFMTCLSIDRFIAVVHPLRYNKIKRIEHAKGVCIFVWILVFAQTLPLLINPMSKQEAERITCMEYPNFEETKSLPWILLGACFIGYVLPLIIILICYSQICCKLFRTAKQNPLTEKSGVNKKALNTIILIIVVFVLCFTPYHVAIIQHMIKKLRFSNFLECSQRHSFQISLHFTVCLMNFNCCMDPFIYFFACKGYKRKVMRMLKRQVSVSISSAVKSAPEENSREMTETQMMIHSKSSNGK
UPR CHOP act – activators of apoptotic CHOP UPR arm, primary screen, cell-based, CHO-CHOP luciferase reporter, luminescence, uHTS; UPR activation; percent of tunicamycin response over DMSO baseline; activation, % at 10 µM; 330,000 tested, 0.34% active; AID 449763, 2010;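 active = at 10 µM dose, activation of 40% or more, normalized to positive control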;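 note: 100% = tunicamycin at 10 µg/mL and 0% = DMSO alone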
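Material: CHO-CHOP cells, stable luciferase reporter of PERK-eIF2a-CHOP signalling; quantity: 500 reporter cells seeded per well; buffer or medium: F12 medium containing 10% fetal bovine serum; compound: one dose, 10 µM in 0.5% DMSO; incubation: 6 h compound treatment, 37 °C; measured by: Steady-Glo luciferase luminescence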
Gli-Sufu antag – Gli-Sufu pathway antagonists, primary screen, luciferase luminescence, Sufu-KO-LIGHT cells, uHTS. Sufu-KO-LIGHT fibroblasts, Gli luciferase reporter luminescence. inhibition, % at 5 µM. 340,000 tested, 0.74% active;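 active = inhibition above about 55%, limit read from the data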;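 note: 0% = DMSO-treated cells and 100% = wells with medium but no cells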
XBP1 UPR activ – activators of adaptive XBP1 UPR arm, primary screen, cell-based, CHO-XBP1 luciferase reporter, luminescence, uHTS; IRE1-XBP1 UPR activation; percent of tunicamycin response, DMSO as zero; activation, % at 20 µM; 330,000 tested, 0.33% active; AID 463104, 2010;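 active = versus positive control, 20 µM dose yields 30% or more activation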;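 note: 100% = tunicamycin at 10 µg/mL and 0% = DMSO only wells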
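Material: CHO cell line with stable XBP1 luciferase reporter; schedule: 16-18 h cell attachment at 37 °C, then 6 h compound exposure; signal: glow luminescence from Steady-Glo reagent; medium: serum-containing F12 medium, 10% FBS; benchmarks: tunicamycin 10 µg/mL and vehicle-only wells; read-out: percent activation relative to tunicamycin reference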
CXCR6 inh – CXCR6 receptor inhibitors, primary screen, cell-based, beta-arrestin, luminescence, CHO-K1 PathHunter, 1536-well; inhibition, % at 20 µM; AID 602244, 2012; C-X-C chemokine receptor type 6 (Homo sapiens), O00574; 360,000 tested, 0.36% active; in the data active = inhibition above about 34%, passing the limit was not always enough;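 note: antagonist mode with CXCL16 agonist at 10 nM final; 0% = 10 nM CXCL16 with DMSO and 100% = unstimulated wells without agonist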
Target sequence (O00574 whole entry, looked up): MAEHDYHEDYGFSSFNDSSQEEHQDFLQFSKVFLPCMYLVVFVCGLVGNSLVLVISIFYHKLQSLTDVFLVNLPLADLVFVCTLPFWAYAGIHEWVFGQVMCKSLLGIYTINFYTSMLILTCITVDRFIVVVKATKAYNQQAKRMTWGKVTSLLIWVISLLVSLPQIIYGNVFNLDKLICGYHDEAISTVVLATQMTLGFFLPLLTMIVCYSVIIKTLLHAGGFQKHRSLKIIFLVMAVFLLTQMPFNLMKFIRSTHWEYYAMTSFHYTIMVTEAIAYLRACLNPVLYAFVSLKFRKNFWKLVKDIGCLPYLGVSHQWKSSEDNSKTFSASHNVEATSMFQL
Jurkat NFkB inh – inhibitors of induced NF-kB luciferase reporter, primary screen, TCR NF-kB activation inhibitor project, cell-based, luminescence, uHTS. AID 435003, 2010. inhibition, % at 4 µM. 330,000 tested, 0.53% active. Jurkat, PMA/ionomycin-induced NF-kB luciferase reporter; in the data active = inhibition above about 50%
Mdm2-MdmX inh – inhibitors of human Mdm2-MdmX association, primary screen, cell-based, luminescence, split luciferase, SaOS-2, uHTS; Protein Mdm4 (Homo sapiens) + E3 ubiquitin-protein ligase Mdm2 (Homo sapiens), …; SaOS-2 split-luciferase Mdm2/MdmX complementation; inhibition, % at 8 µM; 330,000 tested, 3% active; AID 485346, 2010;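 active = inhibition of at least 50% at 8 µM in the primary screen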
* hit, by the source's call; . = no result given.

SMILES	697 NFkB inh	CCR6 antagonist	EBI2 block	UPR CHOP act	Gli-Sufu antag	XBP1 UPR activ	CXCR6 inh	Jurkat NFkB inh	Mdm2-MdmX inh
O=C(CCn1c(=O)oc2ccccc21)N(Cc1ccccc1)c1ccccc1	10	15	11	-0.1	1	-3	-3	-8	-5
CC(C)(C)NC(=O)C(=O)N/N=C/c1ccc(Br)cc1	-12	-2	-11	2.1	-32	4	-4	-20	7
CCCCNC(=O)c1onc(CSc2ccc(F)c(F)c2)c1C(=O)O	12	1	-15	0.2	0	0	-4	5	17
CC(=O)Nc1ccc(N=Cc2nc(-c3ccc(C)cc3)oc2O)cc1	-3	8	0	0.2	6	-1	6	12	8
CCOc1ccccc1-n1c(SCC(N)=O)nnc1-c1cccnc1	9	12	-16	-1.9	5	6	-6	-20	0
CCOc1ccc(S(=O)(=O)N2CCC(C(=O)OCc3ccc(OC)cc3)CC2)cc1	-6	17	42	-1.6	-11	0	1	11	15
O=C1CCC(C(=O)N2CCOCC2)CN1Cc1cccc(C(F)(F)F)c1 (stereo not drawn)	0	4	-2	-2.0	-9	-3	2	-2	10
COc1ccc(Br)c(C(=O)Nc2nc3ccccc3[nH]2)c1	-81	16	-7	5.9	4	3	-8	-54	4
CCOC(=O)c1sc(NC(=O)c2ccc(S(=O)(=O)N(C)C)cc2)nc1C	13	9	9	-2.7	7	-2	12	6	0
COc1ccc(Cl)cc1NC(=S)NCCC(c1ccccc1)c1ccccc1	14	19	17	-0.3	10	-2	5	5	43
Cn1c(=O)cc(SCC(=O)NCCC2=CCCCC2)c2cc(Cl)ccc21	-9	1	-1	-1.3	5	-2	-13	-2	2
O=c1[nH][nH]c2cc(=O)n(-c3cccc(C(F)(F)F)c3)nc12	-1	14	4	-1.1	1	0	15	-2	21
Cc1ccc(-n2ncc3c2CC(C)(C)CC3NC(=O)CCn2cncn2)cc1 (stereo not drawn)	-9	7	-1	-0.2	14	0	-1	-3	4
Cc1ccc(N(CC(=O)NCc2ccco2)C(=O)CCC(=O)Nc2nccs2)cc1C	-3	2	-5	0.2	29	-4	0	10	0
Cn1c(CNC(=O)c2ccco2)nnc1SCC(=O)Nc1c(F)cc(F)cc1Br	10	10	7	1.6	-13	1	4	-6	4
CCCCOC(=O)c1ccc(NC(=O)c2cnc3n(c2=O)CCS3)cc1	-18	-4	1	5.4	4	1	-6	48	15
CCN(CC)C1CCN(C(=O)c2ccc3nc(Cc4ccc(OC)cc4)oc3c2)C1 (stereo not drawn)	-1	21	-1	-1.9	7	-5	8	-12	5
COc1ccccc1C1CCN(c2cc(O)ccc2[N+](=O)[O-])CC1	-11	14	-15	10	8	2	16	4	-6
COc1ccc(C(=O)CN2C(=O)NC3(CCCc4ccccc43)C2=O)cc1 (stereo not drawn)	9	8	-7	-0.1	-12	-3	2	-4	-9
COc1ccccc1Nc1nc(-c2sc(NC(=O)C(C)(C)C)nc2C)cs1	-41	7	-3	11	-1	4	-4	1	2

An excerpt from above, limited to Jurkat NFkB inh, 697 NFkB inh and CCR6 antagonist:
Molecule,Jurkat NFkB inh,697 NFkB inh,CCR6 antagonist
COc1ccccc1Nc1nc(-c2sc(NC(=O)C(C)(C)C)nc2C)cs1,1,-41,7
CCCCOC(=O)c1ccc(NC(=O)c2cnc3n(c2=O)CCS3)cc1,48,-18,-4
O=c1[nH][nH]c2cc(=O)n(-c3cccc(C(F)(F)F)c3)nc12,-2,-1,14
COc1ccc(C(=O)CN2C(=O)NC3(CCCc4ccccc43)C2=O)cc1 (stereo not drawn),-4,9,8

(next part)
SMILES	697 NFkB inh	CCR6 antagonist	EBI2 block	UPR CHOP act	Gli-Sufu antag	XBP1 UPR activ	CXCR6 inh	Jurkat NFkB inh	Mdm2-MdmX inh
O=c1[nH]c(=O)n(Cc2ccccc2)c2nc(-c3cccs3)n(CCO)c12	10	7	.	-1.6	-2	-1	.	-4	-7
Cc1nn(-c2nc3ccccc3[nH]2)c(N)c1-c1ccc(Cl)cc1	-116	43	27	5.6	-51	10	34	-104	-17
CCOc1cc(N2CCOCC2)c(OCC)cc1NS(=O)(=O)c1ccc(Cl)s1	-36	11	-3	-1.7	1	3	-8	30	40
CCCCC(=O)Nc1ccc(NC(=S)NC(=O)c2ccco2)cc1OC	-125	48	-7	-1.2	-43	-1	21	-3	-2
CN1CCN(S(=O)(=O)c2ccc(N3CCN(c4ccccc4O)CC3)c([N+](=O)[O-])c2)CC1	-1	17	0	-0.2	20	5	3	-18	3
COc1ccc(CCn2c(-c3cccc([N+](=O)[O-])c3)nc3nc4ccccc4nc32)cc1OC	9	-2	10	2.3	-1	-1	-6	1	2
COc1ccc(CC(=O)Nc2ccc(OC(C)=O)cc2C(=O)O)cc1	7	3	3	0.6	-5	2	-12	18	10
Cc1ccc2c(c1)N(C(=O)CCC(=O)NCc1ccccc1)CC(C)O2 (stereo not drawn)	11	11	2	2.4	-2	0	-6	-8	18
COC(=O)C1CCN(S(=O)(=O)CCNC(=O)c2ccc3c(c2)OCO3)CC1	11	2	-16	1.0	-8	0	-2	8	1
c1ccc(CCc2nc(-c3ccncc3)no2)cc1	-42	6	5	5.1	-18	-1	-13	-9	-6
Cc1nn(C(C)C(=O)NCC2CCCO2)c(=O)c2c1sc1ccccc12 (stereo not drawn)	4	-7	-8	-1.6	-1	-4	7	-16	-16
CN1OC[C@@H]2CN(C(=O)CCc3ccccc3)[C@H](c3cccc(-c4ccc(C#N)cc4)c3)C[C@@H]21	.	18	17	.	-2	.	1	.	.
Cc1ccc(-n2c([S-])c(C(=O)Nc3ccc(OC(F)F)cc3)[n+]3ccc(C(=O)NCCO)cc23)cc1C	-22	9	7	2.6	8	-2	-6	12	-2
CN(Cc1c(F)cccc1Cl)c1ccc(S(=O)(=O)N2CCOCC2)cn1	1	0	6	0.3	2	4	-5	6	-4
Cc1ccc2[nH]c(=O)c(CN(CCCN(C)C)C(=O)Nc3ccc(F)cc3)cc2c1	12	14	-6	0.5	9	-1	0	-3	32
CN(C(=O)CSc1ncnc2ccccc12)C1CCS(=O)(=O)C1 (stereo not drawn)	13	2	-3	-2.4	5	-3	-5	9	10
CC(=O)Nc1nc(Cn2nnc(-c3ccc4c(c3)OCO4)n2)nc(N(C)C)n1	-26	3	9	1.8	-4	-1	4	15	-4
Cc1occc1C(=O)Nc1ccccc1C(=O)O	-16	-6	-14	1.8	3	1	-2	-12	4
COCCN(Cc1cccs1)S(=O)(=O)c1ccc(-c2ccc(=O)[nH]n2)s1	1	16	9	-0.1	-11	-3	1	-1	16
O=C1c2ccccc2S(=O)(=O)N1Cc1c(F)cccc1Cl	-2	16	-6	0.1	-19	4	1	11	16
COC(=O)[C@@H]1C[C@@]2(O)[C@H](O)[C@H](O)[C@H](O)C[C@H]2N1CC1CC1	12	12	-5	0.9	-4	-2	-8	7	-23
O=C(O)c1ccc(NS(=O)(=O)c2cccc(C(=O)Nc3ccc(Br)cc3)c2)cc1	0	12	-10	1.7	2	-4	0	2	7
O=C(CCNC(=O)c1ccco1)Nc1ccc(N2CCOCC2)cc1	-20	-8	-1	1.1	22	-1	3	-14	-3
Cc1nn2c(C(F)(F)F)cc(-c3ccc(Cl)cc3)nc2c1C(=O)N1CCOCC1	-36	2	-9	0.0	-4	0	0	-7	21
CN(c1ccccc1)S(=O)(=O)c1ccc(-c2ccccc2)cc1	-55	25	8	3.0	-8	0	6	6	-1
Cc1occc1C(=O)Nc1ccc(Br)cc1F	-42	15	1	2.0	-68	1	-1	-42	-77
O=C(COC(=O)/C=C/c1cn(-c2ccccc2)nc1-c1cccnc1)Nc1ccc(Cl)cc1Cl	-17	7	14	2.0	0	44*	-16	13	61*
CCNc1nc(NC(N)=S)nc(NC(C)(C)C)n1	4	1	5	-0.9	1	-5	6	-13	12
CC1CCCCN1S(=O)(=O)c1ccc(S(=O)(=O)N(CC(=O)Nc2ccccc2)Cc2cccs2)cc1 (stereo not drawn)	-21	5	1	1.6	0	-2	-2	-11	27
Cc1ccc(S(=O)(=O)NCCn2cnc([N+](=O)[O-])n2)cc1	10	10	-6	-2.6	17	-4	-3	-9	-1
CC(C)C(=O)N1CCC(n2nccc2NC(=O)CCOc2ccccc2)CC1	-9	0	0	1.1	2	-2	0	-7	22
Cc1ccc(CNC(=O)C2CCC(CNS(=O)(=O)c3cccc4cccnc34)CC2)cc1 (stereo not drawn)	3	12	50*	0.3	6	-4	0	6	16
CN1C(=O)CSC1=Nc1cccc(Cl)c1	-3	9	-1	0.0	3	1	8	6	4
COc1ccc(C=O)cc1Cn1c(=O)n(CCC(=O)NCc2ccco2)c(=O)c2sccc21	19	14	-4	-0.7	-8	-1	-1	-9	21
COCCCNS(=O)(=O)c1ccc(S(=O)(=O)N2CCCC2)cc1	15	6	-12	-2.5	-3	-3	-6	0	21
CC(=O)Nc1ccccc1OCc1cnc(Cl)s1	12	-2	-7	-1.1	2	0	7	1	1
COc1ccc(C(=O)NCc2nnc(SCC(=O)Nc3nc4ccc(C)cc4s3)o2)cc1OC	-44	19	-1	2.0	-26	0	-2	-17	0
COC(=O)CSc1nnc([C@H](Cc2ccccc2)NC(=O)OC(C)(C)C)o1	-2	-2	-1	0.3	-3	-1	-2	-1	-31
CCc1nc(N)c(C#N)c(-c2ccc(OC)c(OC)c2)c1C	-21	14	10	-0.1	10	3	-8	-2	24
Cc1ccc(NC(=O)c2ccnc(C(C)(C)C)c2)cc1	-32	5	3	1.2	-42	2	4	-81	-40
CC(C)(C)n1ncc2c(=O)n(Cc3ccc(Cl)cc3Cl)cnc21	-21	7	-9	-4.4	26	-2	-4	6	22
COc1cc(C(=O)NCCC(=O)NC(C)CCc2ccccc2)cc(OC)c1OC (stereo not drawn)	21	17	-9	1.7	-9	-4	-7	21	18
CC(C)C(=O)Nc1cccc(C(=O)Nc2ccc(S(=O)(=O)N3CCOCC3)cc2)c1	-3	-6	-1	2.9	15	-4	9	-6	0
O=C(NCc1ccccc1)C1CC(=O)N(C2CCCCC2)C1 (stereo not drawn)	22	6	-16	0.4	-7	-2	-5	-1	20
COc1ccc(CNC(=O)N2CCN(S(=O)(=O)c3ccc(C)cc3C)CC2)cc1	5	21	63*	0.7	-17	-4	-4	2	10

The order is random, and some 5% of all compounds hit somewhere here.
